# Lipid droplet: hepatic lipid droplet formation modulation; AML12 mouse hepatocytes, oleate lipid droplets, BODIPY imaging; inhibition, % at 6.5 µM; actives 0.4% (n = 240,000); AID 1656;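 active means lipid droplet intensity inhibited by at least 50%, with more than 500 cells counted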
#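 material = mouse AML12 hepatocyte cell line, fixed after treatment | also added = 100 µM oleic acid challenge | doses = compound at 6.5 µM only | schedule = overnight exposure | technique = Image-based BODIPY and DAPI two-channel analysis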
# P. falciparum M1AAP: malaria alanyl aminopeptidase activity blockers – biochemical, fluorogenic H-Leu-NHMec substrate, 1536-well (AID 1445); inhibition, % at 30 µM; hits with a dose series show IC50 in µM; recombinant M1AAP, H-Leu-NHMec fluorogenic kinetic assay; higher % means a stronger effect; actives 0.42% (n = 220,000);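 active means primary inhibition above the hit cutoff, then over 50% inhibition at one or more dose response concentrations, cut at about 23% in these data, passing the limit was not always enough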;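 further: plate controls were DMSO full reaction for no effect and no enzyme background for full effect; strong numbers were not always called active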
# Dynein cargo inh: dynein cargo transport inhibition; 3617.4 mouse cells, GR-EGFP nuclear translocation imaging; test concentration mostly 20 µM; stimulated with dexamethasone, 1 µM; hits give low values; z-score, hits read low; actives 0.47% (n = 220,000); AID 1381;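 active means plate z-score of nuclear minus cytoplasmic receptor signal below a set negative limit, without overly bright fluorescence or cell loss, cut at about -3.5 in these data, passing the limit was not always enough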;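 further: z-score of nuclear minus cytoplasmic ring GR-EGFP intensity difference per well; some compounds called inactive have numbers as strong as hits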
#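 medium = tetracycline-free induction medium containing charcoal-stripped FBS | probe or stimulus = dexamethasone, 1.0 µM final | timing = 48 h induction, then 1 h compound, then 30 min agonist, 37 °C | detection = automated 10x imaging of fixed Hoechst-stained cells | read-out basis = nuclear versus cytoplasmic GR-EGFP signal, averaged per well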
# Yfh1-off respiration: mitochondrial function rescue without frataxin homolog – Friedreich's ataxia, plus single-dose screen, dose response (AID 1465); S. cerevisiae Yfh1-off respiration, WST-1 reduction, 72 h; higher fold induction means a stronger effect; fold induction at 50 µM, or EC50 in µM where a hit was titrated; actives 0.074% (n = 220,000);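 active means fold induction of absorbance versus untreated yeast above a set limit, then at least 30% activation at any dose in follow-up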;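 further: activators that raise dye reduction in frataxin-depleted yeast; strong numbers were not always called active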
# CSM14.1 death rescue: protection against thapsigargin-triggered cell killing – 384-well, CSM14.1, ATP luminescence, primary screen (AID 1222). CSM14.1 thapsigargin-induced death rescue, ATP luminescence; higher % means a stronger effect. cellular ATP content (survival), % at 20 µM, or EC50 in µM where a hit was titrated. 190,000 tested, under 10 active;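 active means EC50 below 50 µM in the dose-response confirmation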;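 further: death triggered by thapsigargin at about 15 µM added after 2 h compound pretreatment; cell ATP read after overnight thapsigargin exposure of roughly 18 to 22 hours; normalized against plate controls of thapsigargin alone and 5% DMSO vehicle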
# Ins promoter up: MIN6 insulin promoter up-regulation; z-score at 5 µM; MIN6 insulin promoter-GFP reporter, high-content imaging; hits give high values; actives 0.3% (n = 190,000);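 active means z-score above 3 at 5 µM with at least 500 cells counted in the well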
# M17LAP inhibition: P. falciparum M17LAP inhibitors, primary screen, biochemical, fluorogenic H-Leu-NHMec substrate, 1536-well (AID 1619); recombinant M17LAP, H-Leu-NHMec fluorogenic kinetic assay; higher % means a stronger effect; inhibition, % at 30 µM; hits with a dose series show IC50 in µM; actives 0.38% (n = 220,000);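 active means compound inhibiting the enzyme by more than half at any dose during confirmatory dose-response retesting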;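 further: plate controls were full reaction with DMSO carrier for no effect and no enzyme background for full effect; strong numbers were not always called active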
# MT stabilizer: microtubule stabilizers in HeLa cells; actives 0.83% (n = 200,000); % tubulin-high responders, % at 10 µM; HeLa tubulin immunostaining HCS, 24 h; share of cells brighter than vehicle mean+2SD;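 active means plate Z-score above 3 for both tubulin-high and condensed-nucleus cell shares, with cell loss under 80%, at 10 µM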;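 further: anti alpha tubulin signal scored within the nucleus-defined area of each cell; some results filed as inactive read as strong as hits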
# Autophagy HCS: modulators of autophagy. MEF GFP-LC3 puncta imaging; test concentration mostly 10 µM. calls only at 10 µM (by protocol). actives 0.98% (n = 190,000). AID 463193;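 active means percentage of spot-positive cells more than 3 SD above its plate mean, without a fluorescence outlier flag or 80% toxicity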;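 further: spot-positive cell cutoff set from DMSO-treated cells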
# Dynein cargo inh cytoplasmic EGFP: recorded beside Dynein cargo inh, whose call it bears; z-score; measured here: cytoplasmic GR-EGFP intensity; hits give high values
# Dynein cargo inh nuclear GR-EGFP: recorded beside Dynein cargo inh, whose call it bears; z-score; measured here: nuclear GR-EGFP intensity;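 lower value marks the stronger effect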
# Dynein cargo inh cell count: second read-out of Dynein cargo inh, no call of its own (marks repeat the call); z-score; measured here: cell count per field
# Ins promoter up cell count: recorded beside Ins promoter up, whose call it bears; cell count; measured here: cytotoxicity, nuclei count;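 total cells summed across four imaged fields per well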
# Lipid droplet cells 6.5 µM: further read-out of Lipid droplet, marked with its call; cell count; measured here: cell count, cytotoxicity flag;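 cells counted across two imaged fields per well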
# MT stabilizer Hoechst-high %: recorded beside MT stabilizer, whose call it bears; % Hoechst-high responders; measured here: nuclear condensation Hoechst responders;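 share of cells brighter than vehicle mean plus two SD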
# MT stabilizer cytotoxicity %: recorded beside MT stabilizer, whose call it bears; toxicity, %; measured here: cytotoxicity by cell density;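 0% = mean cell density of plate MIN control wells and 100% = no cells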
# Autophagy HCS cell loss 18 h: recorded beside Autophagy HCS, whose call it bears; toxicity, %; measured here: cell loss, nuclei count;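 cell loss after 18 h compound exposure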
# Starred values were filed as active, the others as inactive; i = inactive; / = not tested or not shown. Not a hit list; any-hit rate near 3.5%.
SMILES,Lipid droplet,Lipid droplet cells 6.5 µM,P. falciparum M1AAP,Dynein cargo inh,Dynein cargo inh cytoplasmic EGFP,Dynein cargo inh nuclear GR-EGFP,Dynein cargo inh cell count,Yfh1-off respiration,CSM14.1 death rescue,Ins promoter up,Ins promoter up cell count,M17LAP inhibition,MT stabilizer,MT stabilizer Hoechst-high %,MT stabilizer cytotoxicity %,Autophagy HCS,Autophagy HCS cell loss 18 h
CCC(C)C(=O)Nc1nccs1 (centres undefined),-5.6,671,-2.8%,0.1,-0.268,0.235,0.781,i,-0.2%,-0.66,1572,-10.3%,3.3,2.8,4.4,i,-5.8
COc1ccc(OC)c(S(=O)(=O)N2CCC(C(=O)Nc3cccc(C)c3C)CC2)c1,/,/,4.8%,0.145,-0.333,-0.0958,0.479,i,1.7%,-1.05,1497,-17.5%,1.8,3.3,17.5,i,-19.7
O=C1c2ccc(-c3ccc4c(c3)C(=O)N(CCO)C4=O)cc2C(=O)N1CCO,-7.2,664,2.6%,2.5,-0.0612,2.16,-2.64,i,/,0.53,999,1.4%,/,/,/,/,/
O=[N+]([O-])c1ccccc1OCc1nc(-c2cccs2)no1,3.2,646,3.3%,-0.669,-0.193,-0.56,0.896,i,-0.7%,-0.47,1109,-3.1%,3.7,3.0,7.6,i,-9.1
Cn1ncc2c(NCc3cccc(C(F)(F)F)c3)c(C(=O)O)cnc21,-3.0,728,-5.3%,0.0416,-0.229,-0.331,0.5,i,-0.1%,0.4,1227,19.2%,2.0,2.1,8.0,i,18.9
O=C(NC(=S)NNC(=O)[C@H]1C[C@@H]1c1ccccc1)c1cccc(F)c1,-5.7,736,-15.8%,1.1,-0.264,0.496,-0.948,i,/,-0.08,1294,3.5%,/,/,/,/,/
NC(=O)CCS(=O)(=O)c1ccc(Cl)cc1,6.7,690,5.3%,0.733,-0.238,0.392,0.649,i,-0.1%,0.17,1507,-10.7%,1.5,1.3,8.2,i,-7.8
O=C(NCCc1nc2ccccc2[nH]1)/C(=C/c1ccc2c(c1)OCO2)NC(=O)c1ccccc1Cl,-1.4,634,4.9%,-0.757,0.0513,-0.534,1.7,i,-2.6%,-0.27,646,11.6%,2.8,1.7,10.1,i,14.6
CCCNC(=O)c1nnsc1Sc1ccc(Cl)cc1,5.9,669,4.7%,0.614,-0.208,0.43,0.302,i,-1.3%,1.05,930,2.1%,2.6,1.5,6.0,i,-1.5
Cc1cc(NS(=O)(=O)c2ccc(NC(=O)c3cnc4sccn4c3=O)cc2)nc(C)n1,3.8,764,8.0%,-0.322,-0.271,0.128,0.325,i,0.1%,0.29,1410,-3.0%,4.3,1.4,5.7,i,7.1
COc1cccc(NC(=O)NCCCN2CCN(c3ccc(F)cc3)CC2)c1,/,/,-5.0%,-0.0462,-0.225,-0.0109,0.238,i,-1.2%,-2.23,808,-4.6%,2.7,1.6,10.6,i,-0.2
O=C(CCCn1c(=O)c2sccc2n(Cc2cc(=O)n3ccccc3n2)c1=O)NCc1ccco1,-16.2,679,6.8%,0.91,-0.182,0.574,-0.0476,i,/,1.07,2059,-6.3%,2.6,2.4,6.6,i,-5.1
Cc1ccc(NC(=O)COC(=O)CN2C(=O)NC(C)(C)C2=O)cc1S(=O)(=O)N1CCOCC1,10.1,717,-3.4%,-1.17,-0.198,-0.973,0.407,i,-1.4%,0.18,1675,1.0%,3.8,3.6,4.7,i,-2.2
Cc1nc2scc(-c3cccs3)c2c(=O)n1CC(=O)O,26.6,836,18.0%,0.321,-0.232,0.833,0.665,i,-0.9%,/,/,-9.7%,1.7,1.5,4.5,i,-7.0
COc1cc2c(cc1OC)-c1cc(NC3CCCCCCC3)nc(=O)n1CC2,/,/,10.2%,-0.148,-0.328,-0.00278,-0.484,i,4.8%,-0.64,1317,6.7%,4.0,2.6,7.2,i,-13.4
COC(=O)Cn1c2ccc(OC)cc2c2nc(C)sc21,1.6,729,1.3%,-0.225,-0.287,-0.176,0.829,i,/,0.38,1300,15.5%,/,/,/,/,/
CCNc1nc(NC(C)CC)nc(ON=C(C)C)n1 (centres undefined),8.0,676,1.4%,1.31,-0.317,0.239,0.139,i,-2.1%,/,/,4.8%,7.7,1.4,9.8,i,29.9
CCCCCCCC(=O)OC(CN1CCCCCC1)CN1CCCC1=O (centres undefined),-1.0,685,1.6%,0.24,-0.273,0.0805,0.488,i,/,0.11,1139,-2.9%,/,/,/,/,/
CN(C(=O)c1ccc(NC(=O)C2CC=CCC2C(=O)O)cc1)c1ccccc1 (centres undefined),1.2,730,6.6%,-1.35,-0.227,-0.631,1.25,i,-1.3%,0.5,1311,45.1%,4.0,1.9,9.4,i,24.7
Cc1cccc(OC(=O)C2C(c3ccccc3)C(C(=O)O)C2c2ccccc2)c1 (centres undefined),23.0,760,9.7%,-0.129,-0.0444,-0.00386,-0.34,i,0.2%,/,/,33.4%,1.4,1.6,3.0,i,-0.4
COC(C(=O)NNC(=O)Cc1ccc(Cl)cc1)c1ccccc1 (centres undefined),4.8,704,-1.7%,2.48,-0.174,1.21,-1.59,i,/,0.44,1086,-0.7%,/,/,/,/,/
CCC(c1nnnn1C1CCCC1)N(Cc1cccs1)Cc1cc2cc(C)ccc2[nH]c1=O (centres undefined),-16.3,772,9.5%,-0.458,-0.189,-0.103,0.781,i,-0.4%,-3.35,1296,-0.8%,35.5*,22.8*,60.0*,i,9.0
Cn1c(=O)c2sccc2n2c(CCCC(=O)NCc3ccc4c(c3)OCO4)nnc12,/,/,-0.1%,1.05,0.0724,0.923,-0.436,i,1.0%,1.18,1351,-3.7%,3.0,2.1,0.6,i,-22.4
O=C(NNC(=O)c1cccnc1)NC12CC3CC(CC(C3)C1)C2,-6.7,722,-1.3%,-0.456,-0.3,-0.309,0.00166,i,-2.5%,-3.86,544,-3.3%,2.2,2.8,4.6,i,-0.9
CCOC(=O)c1c(NC(=O)CSc2nnnn2-c2ccc3c(c2)OCCO3)sc(C)c1C,/,/,-0.2%,-0.514,-0.303,0.0465,0.446,i,-0.9%,0.56,904,1.0%,3.1,2.4,10.5,i,11.8
# Later entries.
SMILES,Lipid droplet,Lipid droplet cells 6.5 µM,P. falciparum M1AAP,Dynein cargo inh,Dynein cargo inh cytoplasmic EGFP,Dynein cargo inh nuclear GR-EGFP,Dynein cargo inh cell count,Yfh1-off respiration,CSM14.1 death rescue,Ins promoter up,Ins promoter up cell count,M17LAP inhibition,MT stabilizer,MT stabilizer Hoechst-high %,MT stabilizer cytotoxicity %,Autophagy HCS,Autophagy HCS cell loss 18 h
CCOC(=O)c1ccc(N/C=C2/CCCC(C)C2=O)cc1 (centres undefined),-2.3,769,11.3%,0.268,0.0419,0.518,-0.689,i,-3.7%,/,/,29.8%,1.0,1.0,6.1,i,6.7
CCNCCNC(=O)c1c(O)c2cccc3c2n(c1=O)CCC3,/,/,8.9%,-0.512,-0.142,0.22,0.279,i,2.8%,-0.62,981,5.7%,3.2,3.2,2.2,i,-16.9
CC1CCN(Cc2cnc(Cl)s2)CC1,3.7,675,-2.6%,-0.431,-0.236,-0.734,1.05,i,1.3%,0.26,1911,2.5%,0.5,2.2,6.9,i,1.0
COc1ccccc1C(=O)Oc1cc(N)n(S(=O)(=O)c2ccccc2)n1,-12.8,703,11.1%,1.24,-0.268,1.36,-1.46,i,0.8%,1.25,1597,-3.6%,5.9,1.7,21.2,i,16.2
O=C(CCc1ccc(S(=O)(=O)N2CCOCC2)cc1)Oc1ccccc1,/,/,4.1%,-0.532,-0.165,-0.0815,0.918,i,-1.9%,1.63,1384,-9.0%,3.4,1.5,7.9,i,-25.5
CCc1nnc(NC(=O)c2cccc(S(=O)(=O)N3CC(c4ccccc4)CC3=O)c2)s1 (centres undefined),/,/,4.5%,3.06,0.0476,2.2,-1.82,i,-0.8%,0.23,1012,1.8%,7.1,1.7,2.7,i,17.0
FC(F)(F)c1nc(NCC2CCCO2)c2nnn(Cc3ccccc3Cl)c2n1 (centres undefined),16.2,613,-0.9%,-0.388,-0.378,-0.374,2.32,i,-0.8%,0.25,1562,5.9%,4.4,1.2,8.5,i,2.4
C(=N\Nc1ncnc2sc3c(c12)CCC3)/c1cccs1,/,/,5.5%,0.411,-0.153,0.788,-0.724,i,0.9%,-0.55,1372,3.2%,6.4,2.2,27.9,i,30.4
O=c1c(-c2ccccc2)c(O)cc(-c2ccncc2)n1-c1ccc(Cl)cc1,1.4,649,7.2%,-1.61,-0.271,-0.72,0.916,i,-0.9%,-0.62,1559,4.0%,3.6,1.6,9.8,i,18.8
COc1ccc(O)c(C(=O)c2cnc3c(c2)c(-c2ccc(F)cc2)c(C#N)c(=O)n3C)c1,1.0,660,5.5%,-1.52,-0.312,-0.624,1.87,i,0.3%,-0.31,1056,-10.7%,3.3,2.3,7.2,i,2.1
Cc1ccc(S(=O)(=O)c2nc(S(C)(=O)=O)sc2NCc2ccc3c(c2)OCO3)cc1,-33.0,520,8.0%,-0.0783,-0.19,-0.0971,-0.449,i,-1.9%,0.27,1497,-10.6%,3.1,1.7,0.5,i,1.5
COc1ccc2c(c1)c(C(=O)CN1CCOCC1)c(C)n2C,-1.1,758,2.2%,2.55,0.201,2.02,-1.31,i,0.8%,/,/,1.6%,10.4,2.8,8.8,i,11.1
Cc1ncoc1C(=O)N1CCCC(C(=O)c2cccc(OC(C)C)c2)C1 (centres undefined),0.8,753,-1.6%,1.84,-0.178,1.05,-1.48,i,-0.5%,0.16,1444,-7.5%,3.3,2.5,13.6,i,-15.7

# Screening results: PubChem BioAssay, several laboratories
